p53 reactivator – re-activators of mutant p53; H1299 p53-A138V BP100-luciferase reporter, luminescence, 24 h; Potency, µM (doses to about 92.2 µM), for the others: at the top dose activity change, positive = activation, hits mostly activators; 320,000 compounds, 0.063% hits; further: potency means the concentration at half of the fitted maximal effect; % of control where 0% means no effect; nearly all actives have a fitted effect of over 45% in size
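H1299 (p53-null), stable ts p53-A138V + BP100-Luc; 1000 cells/well, Opti-MEM/10% FBS; cpd 4 pt, 1:5; 24 h, 37 deg C, 5% CO2; detection reagent 10 min RT; luminescence.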
FLuc counter – counter-screen for miR-21 project: firefly luciferase inhibitors or activators; AID 588342; purified FLuc, Km substrates, luminescence inhibition; Potency, µM (series often up to 57.5 µM), inactives show top-dose activity change, negative = inhibition, hits mostly inhibitors; 360,000 compounds, 6.9% hits;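 further: potency means the concentration at half of the fitted maximal effect; plate controls were vehicle for no effect and reference inhibitor for full effect; nearly all actives have a fitted effect of over 55% in size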
Target sequence (P08659 whole entry, looked up): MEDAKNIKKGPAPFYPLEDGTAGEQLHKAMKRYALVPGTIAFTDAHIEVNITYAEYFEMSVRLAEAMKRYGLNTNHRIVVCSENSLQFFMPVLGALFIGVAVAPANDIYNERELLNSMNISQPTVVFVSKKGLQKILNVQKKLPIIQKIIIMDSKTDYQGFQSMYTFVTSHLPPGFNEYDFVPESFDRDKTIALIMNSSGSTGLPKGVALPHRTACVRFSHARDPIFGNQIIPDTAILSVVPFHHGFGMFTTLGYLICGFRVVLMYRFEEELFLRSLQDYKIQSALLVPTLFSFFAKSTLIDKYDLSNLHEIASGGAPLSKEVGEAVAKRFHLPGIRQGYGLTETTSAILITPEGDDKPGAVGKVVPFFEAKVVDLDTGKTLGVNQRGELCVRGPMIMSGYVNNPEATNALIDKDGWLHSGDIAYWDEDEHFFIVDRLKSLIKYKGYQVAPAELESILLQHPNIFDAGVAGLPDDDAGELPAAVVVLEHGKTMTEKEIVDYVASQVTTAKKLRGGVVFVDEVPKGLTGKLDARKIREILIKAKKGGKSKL
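Biochemical qHTS of compounds, final roughly 60 µM downward over six points, against 10 nM purified firefly luciferase using Km concentrations of substrates (10 uM D-luciferin, 10 uM ATP) in Tris acetate pH 7.5 buffer; luminescence output.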
VP16 counter – counter-screen for ROR gamma inhibitors: Gal4-VP16 reporter. Drosophila S2 Gal4-VP16 UAS-luciferase, luminescence, 20 h. Potency, µM (top dose mostly 53.6 µM), for the others: at the top dose activity, negative = inhibition, usual class: inhibitors. 310,000 compounds, 3.5% hits. AID 2546;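 further: Gal4-VP16 expression switched on by copper sulfate through the metallothionein promoter; potency means the concentration at half of the fitted maximal effect; on the % scale 0 is the no-effect control and ±100 the full control effect; nearly all actives have a fitted effect of over 50% in size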
TRPV1 agonist – human TRPV1 agonism | TRPV1-expressing cells, Fluo-8 calcium influx, agonist mode | activation, % at 8.33 µM | 320,000 compounds, 0.19% hits | AID 540275; in the data active means activation above about 80%; inconclusive means between about 30% and that limit; further: 0% is about no effect
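Fluo-8 calcium influx in TRPV1-expressing cells, kinetic read (ex 480/em 520 nm). Compound added and read 3 min for agonist activity, followed by capsaicin at EC20 final and 2 min further read for enhancement.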
ELG1 repair inh – ELG1-dependent DNA repair inhibition | Potency, µM (titrated, usually from 46.1 µM), for the others: top-dose activity change, negative = inhibition, hits mostly inhibitors | 330,000 compounds, 2.3% hits | AID 504467 | HEK293T ELG1-luciferase reporter, luminescence, 16 h; DNA damage induced by 5-fluorouridine; further: potency means the concentration at half of the fitted maximal effect; on the % scale 0 is the no-effect control and ±100 the full control effect; nearly all actives have a fitted effect of over 55% in size
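Quantitative HTS, concentration-response format. 2,000 cells/well co-treated with 5-fluorouridine and compound, 16 hr in 5% CO2 at 37 °C; ONE-Glo luminescence read after 30 min.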
BRCA1 expr act – activators of BRCA1 expression; MCF7-BRCA1-FFLuc reporter, luminescence, 48 h; response scale: scaled: vehicle 0%, 10 µM genistein 100%; Potency, µM (top dose mostly 46.1 µM), for inactives: at the highest dose activation, actives largely listed as activators; 380,000 compounds, 1.1% hits; further: potency means the concentration at half of the fitted maximal effect; nearly all actives have a fitted effect of over 80% in size; some results filed as inactive show a strong effect at the top dose
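Compounds are tested at multiple concentrations on MCF7 BRCA1-luciferase reporter cells seeded at 2000 per well; after 48 h, a single luminescence end-point is taken and curves fitted to the normalized data.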
ELG1 genotoxic – inducers of genotoxicity in HEK293T ELG1-luciferase cells. HEK293T ELG1-luciferase reporter, luminescence, 16 h. Potency, µM (titrated, usually from 46 µM), for inactives: top-dose activity change, positive = activation, actives largely listed as activators. 330,000 compounds, 1.3% hits. AID 504466; further: potency means the concentration at half of the fitted maximal effect; % of control where 0% means no effect; nearly all actives have a fitted effect of over 60% in size
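Cells (2,000/well) expressing the ELG1-luciferase fusion are dosed by pin tool and kept 16 hr at 37 °C, 5% CO2. Signal comes from ONE-Glo luciferase reagent after 30 min at room temperature.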
NPC1 promoter act – NPC1 promoter activation; Huh7 NPC1 promoter luciferase reporter, 24 h; 320,000 compounds, 2.4% hits; Potency, µM (doses to about 9.22 µM), without a hit: at the highest dose activation, actives largely listed as activators;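 further: potency means the concentration at half of the fitted maximal effect; % of control where 0% means no effect; nearly all actives have a fitted effect of over 60% in size; reporter is driven by a mutant NPC1 promoter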
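Huh7 cells stably carrying NPC1 promoter–luciferase, plated in Opti-MEM with 10% FBS for 2 h, were exposed to compound in DMSO for 24 h at 37 °C; luciferase reagent was added for 10 min and luminescence read.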
Tb PFK block – T. brucei PFK enzyme inhibition | O15648 | Potency, µM (highest dose often 57.5 µM), for inactives: top-dose activity, negative = inhibition, actives largely listed as inhibitors | 330,000 compounds, 0.17% hits | T. brucei PFK, ADP-Glo luminescence;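 further: potency means the concentration at half of the fitted maximal effect; 0% = uninhibited 1x PFK enzyme wells and -100% = no-enzyme wells; nearly all actives have a fitted effect of over 60% in size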
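Compounds were pin-transferred as a titration series up to 57 uM into substrate buffer (0.5 mM F6P, 0.1 mM ATP, pH 8.0), then 1.25 nM PFK was added and reactions ran 45 min before ADP-Glo detection.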
Rab9 promoter act – activators of Rab9 promoter; Potency, µM (titrated, usually from 9.22 µM), for inactives: at the top dose activation, negative = inhibition, hits mostly activators; Huh7 Rab9 promoter-luciferase reporter, luminescence, 24 h; 320,000 compounds, 2.8% hits; further: potency means the concentration at half of the fitted maximal effect; % of control where 0% means no effect; nearly all actives have a fitted effect of over 60% in size
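Luciferase signal after 10 min detection reagent at ambient indicates Rab9 promoter upregulation; stably transfected Huh7 cells were treated 24 h with compound in DMSO at 37 °C, 5% CO2.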
RORgamma inh – blocks mouse ROR gamma transcriptional activity. P51450. Drosophila S2 Gal4-RORgamma UAS-luciferase reporter, 20 h. Potency, µM (titrated, usually from 53.6 µM), inactives show at the highest dose activity change, negative = inhibition, hits mostly inhibitors. 310,000 compounds, 5.4% hits. AID 2551; further: potency means the concentration at half of the fitted maximal effect; on the % scale 0 is the no-effect control and ±100 the full control effect; nearly all actives have a fitted effect of over 60% in size
Target sequence (P51450 whole entry, looked up, the tested form may be a part): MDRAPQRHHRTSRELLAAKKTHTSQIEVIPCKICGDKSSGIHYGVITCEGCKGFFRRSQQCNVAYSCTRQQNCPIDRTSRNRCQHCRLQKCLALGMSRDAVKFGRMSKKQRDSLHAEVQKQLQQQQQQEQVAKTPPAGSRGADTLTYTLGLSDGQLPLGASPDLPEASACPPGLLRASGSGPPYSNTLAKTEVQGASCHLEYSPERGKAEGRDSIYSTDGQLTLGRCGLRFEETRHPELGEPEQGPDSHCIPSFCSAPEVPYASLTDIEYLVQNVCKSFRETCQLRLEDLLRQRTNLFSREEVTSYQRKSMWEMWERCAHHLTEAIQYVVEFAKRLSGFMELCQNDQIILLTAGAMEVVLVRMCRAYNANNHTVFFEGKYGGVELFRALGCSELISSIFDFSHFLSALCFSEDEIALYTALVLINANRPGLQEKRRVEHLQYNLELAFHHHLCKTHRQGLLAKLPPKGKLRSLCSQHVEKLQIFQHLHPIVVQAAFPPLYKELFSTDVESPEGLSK
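Schneider cells (Drosophila), stable Gal4 DBD–ROR gamma + UAS-luc; 1 hr cmpd preincubation; Cu2+ induction 700 uM final; 20 hr ambient; luminescence.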
Active calls of the source: *; ? = inconclusive; / = no result given; & = joins results of further samples; [ ] = remark or other dose. Unless noted, the call rests on the fitted dose curve; in most records, active means well fitted curve in the direction sought with a large enough effect; inconclusive means small, poorly fitted or top-dose-only effect, or another doubt; inactive means no such curve, though single readings can be large; an effect the other way counts as inactive or inconclusive.

SMILES | p53 reactivator | FLuc counter | VP16 counter | TRPV1 agonist | ELG1 repair inh | BRCA1 expr act | ELG1 genotoxic | NPC1 promoter act | Tb PFK block | Rab9 promoter act | RORgamma inh
CC1=NN(c2ccccc2)C(=O)/C1=C/c1cccc(C)c1 | -5% | 24µM* | 1% | 1 | 3% | -2% | 7% | -4% | 2% | 1% | 33%
O=c1[nH]c(-c2ccccn2)nc2sc(-c3ccccc3)cc12 | ? | 2.1µM* | 1.4µM* | 18 | ? | -5% | 7.3µM* | 3.5µM* | -23% | ? | 0.32µM*
COCCNC(=O)c1onc(CSc2cc(C)cc(C)c2)c1C(=O)O | -5% | 0% | -7% | 0 | 2% | -7% | 0% | 0% | -2% | 5% | -9%
COc1ccc(C(=O)Nc2ccccc2)cc1NC(=O)c1cccs1 | -10% | ? | -8% | 10 | ? | -2% | 1% | 2% | 1% | -3% | 22%
O=C(CCc1nc2ccccc2c(=O)[nH]1)Nc1nnc(SCc2ccccc2F)s1 | ? | 19µM* | / | 11 | ? | 16% | ? | 29% | -2% | ? | /
COc1ccc(/C=N/Nc2ccccc2C(=O)O)cc1 | / | 0.15µM* | ? | -2 | ? | -19% | 1.3µM* | 0.089µM* | 6% | 0.089µM* | ?
O=C(Nc1ccccc1C(F)(F)F)N1CCC(n2c(=O)[nH]c3ccccc32)CC1 | ? | 2% | -11% | -2 | ? | -10% | -6% | -1% | 2% | -3% | 33%
O=C(CCc1nnc(C2(c3ccc(Cl)cc3)CCC2)o1)NC1CC1 | 7% | -15% | 7% | -2 | -16% | 0% | 0% | -1% | 9% | 14% | 31%
COc1ccc(C(=O)Cn2cc[n+](C)c2)cc1 | 4% | 0% | -2% | 4 | -2% | 1% | -4% | -10% | 2% | -12% | -1%
CC(C)COc1ccc(CN=C(N)N=C(N)N)cc1Cl | -15% | -2% | 4% | -2 | -16% | -4% | -3% | -8% | 8% | -9% | ?
O=S(=O)(Nc1ccc(Br)cn1)c1ccc2ccccc2c1 | 5% | -8% | -3% | -3 | 11% | -27% | 3% | -5% | -1% | 3% | -3%
CCCNC(=S)N1CCN(c2nc(-c3ccc(C)cc3)cs2)CC1 | / | ? | ? | 25 | 1% | -50% | -3% | -5% | 2% | -10% | -32%
COc1cccc2c1C(=O)C=C(C)C2=O | -26% | -15% | 7.1µM* | -1 | ? | -81% | -14% | 2% | -7% | 13% | 11µM*
O=C(NNC(=O)C1CC=CCC1)c1ccccc1O (centres undefined) | / | ? | 8% | -4 | ? | 53% | 13% | 18% | -6% | ? | -27%
OCCCNc1nc(-c2ccc(Cl)cc2)nc2ccccc12 | / | -1% | -1% | ? | -22% | -12% | -2% | -4% | -1% | 1% | 21%
CC(C)c1ccc(OCCCCCN2CCOCC2)cc1 | 7% | ? | -12% | 10 | ? | 78% | 11% | ? | -5% | ? | 13%
COc1cccc2cc(C(=O)CS(=O)(=O)c3ccc(C(C)(C)C)cc3)c(=O)oc12 | 2% | -19% | 4% | 19 | 16% | 1% | 0% | -1% | 4% | 0% | 4%
COc1cccc(NC(=O)C(NCC(C)(C)CN(C)C)c2ccccc2)c1 (centres undefined) | 2% | 1% | 1% | 1 | 8% | 19% | 4% | 1% | -20% | -2% | -30%
COc1ccc([N+](=O)[O-])cc1NC(=O)CCN1CCOCC1 | 1% | -1% | -1% | 8 | ? | -11% | 0% | -4% | 2% | -5% | -1%
O=C(CN1C(=O)/C(=C\c2ccccc2F)SC1=S)Nc1nc2ccccc2s1 | 16% | -14% | -27% | 2 | ? | 1% | 0% | -2% | 9% | -6% | 11µM*
CC(C)[C@@H](C(=O)OCC(=O)Nc1ccc2c(c1)OCO2)N1C(=O)c2ccccc2C1=O | 3% | -8% | -4% | -1 | ? | -16% | -3% | -2% | -3% | -2% | 31%
COc1cccc(C(=O)NCC(=O)N/N=C(\C)Cc2ccccc2)c1 | 3% | ? | -8% | 1 | 19% | 12% | 2% | 2% | 1% | 0% | -9%
O=[N+]([O-])c1cc(C(F)(F)F)cc([N+](=O)[O-])c1N1CCN(S(=O)(=O)c2ccccc2)CC1 | -3% | -1% | -10% | -1 | -4% | -9% | 0% | 1% | 4% | -7% | -12%
COc1ccc(CCC(C)N2CCC(CO)(Cc3ccccc3)CC2)cc1 (centres undefined) | ? | -2% | -7% | -3 | 13% | -1% | -10% | 0% | -2% | 9% | -2%
COc1cc(SC)ccc1C(=O)NC1CCCCC1 | 14% | ? | 2% | 0 | ? | ? | ? | 18% | 3% | 19% | 0%
c1cc(C2OCCN2CC2COC3(CCCC3)O2)ccn1 (centres undefined) | 7% | 0% | 0% | -1 | 10% | 15% | -1% | -3% | 2% | 4% | -8%
Cc1ccc(NC(=O)/C=C/C(=O)O)c(NC(=O)c2ccccc2)c1 | / | -2% | -11% | 0 | -1% | -22% | -3% | 0% | -2% | -1% | -1%
c1nc(N2CCNCC2)c2sc3nc(N4CCOCC4)c4c(c3c2n1)CCC4 | -3% | 0% | -5% | 0 | 0% | / | 4% | -1% | 2% | 6% | -9%
Cc1csc(NC(=O)c2cc(-c3ccccc3)nc3ccccc23)n1 | -11% | ? | ? | 11 | ? | -46% | -17% | -1% | 14% | 0% | -126%
O=[N+]([O-])c1cccc(CN2CCN(S(=O)(=O)Cc3ccccc3)CC2)c1 | -2% | 0% | -1% | 3 | -23% | 2% | -15% | -2% | -2% | -6% | 24%
COc1cccc(C(=O)Nc2ccc(S(=O)(=O)Nc3nccc(C)n3)cc2)c1 | -8% | -1% | -5% | -6 | -6% | 2% | 1% | -3% | 0% | -8% | 4%
COc1ccccc1C(=O)N1CCC(N2CCN(c3ccccc3)CC2)CC1 | 3% | 4% | -3% | 0 | -14% | 0% | -2% | 0% | 1% | -3% | 1%
COc1ccc(NC(=O)c2cc(S(=O)(=O)NCC3COc4ccccc4O3)ccc2F)cc1 (centres undefined) | -11% | -20% | -4% | 0 | ? | -20% | -6% | 0% | -5% | -3% | 41%
C/C(N)=C(/C#N)C(=O)COC(=O)CNS(=O)(=O)c1ccc(F)c(F)c1F | -2% | 2% | -9% | -3 | 8% | 11% | 2% | -2% | -4% | -3% | -15%
CC1CC(C)CN(S(=O)(=O)c2ccc3c(c2)oc(=O)n3CC(=O)NCCCOC(C)C)C1 (centres undefined) | 2% | 3% | 0% | 3 | 5% | -3% | -3% | 4% | 1% | -1% | 2%
CCOC(=O)c1ccccc1NC(=O)COC(=O)CCC(=O)N1CCOCC1 | -6% | 0% | -3% | 15 | 6% | -30% | 2% | 0% | -15% | -2% | 2%
O=C(CN1CCN(S(=O)(=O)N2CCCCC2)CC1)Nc1ccc(Br)cc1 | / | 7% | / | 7 | -5% | -22% | -1% | -9% | -4% | -20% | /
COCC(C)NCc1cccc(OC)c1OC (centres undefined) | -3% | -1% | 0% | -1 | 12% | 1% | 3% | -6% | -2% | 2% | 1%
NC(=O)c1cc(S(=O)(=O)NCc2ccc(F)cc2)cs1 | 1% | -2% | 1% | -1 | 0% | 2% | -1%[9.26 µM] | -7% | -4% | -3% | -4%
C[C@@H]1O[C@@H](Oc2c(-c3ccc(O)c(O)c3)oc3cc(O)cc(O)c3c2=O)[C@H](O)[C@H](O)[C@H]1O | -2% | / | / | / | 0% | 2%&-34% | 5% | / | -6% | / | /
CC1=NN(c2ccc([N+](=O)[O-])cc2)C(=O)/C1=C\N(C)C | 21% | 11µM* | ? | 0 | ? | 14% | ? | -1% | -11% | 2% | 2%
COc1cccc(N2CCN(C(=O)CCC(=O)N3CCOc4ccc(C)cc43)CC2)c1 | 6% | -1% | -3% | 20 | -26% | -3% | -3% | -4% | 0% | 1% | 1%
O=C(NNc1ccccc1)Nc1ccccc1F | 20% | 19µM* | 3% | 11 | 4% | 21% | 4% | 1% | -6% | -5% | 14%
Cc1cccc(-n2ncc3c(Nc4c(C)n(C)n(-c5ccccc5)c4=O)ncnc32)c1 | 3% | -8% | -17% | 4 | -4% | 3% | -2% | 1% | -8% | 7% | 18%
COc1ccc(CN(C)C(=O)C2CSC3(C)CCC(=O)N23)cc1OC (centres undefined) | -2% | -1% | / | 0 | 13% | 0% | 1% | 11% | 0% | 2% | /
Cc1c(NS(=O)(=O)c2ccc3c(c2)NC(=O)CC(=O)N3)cccc1[N+](=O)[O-] | 4% | -2% | -2% | 0 | 2% | 12% | 0% | -4% | 2% | 7% | -1%

High-throughput results deposited in PubChem BioAssay by National Center for Advancing Translational Sciences (NCATS).
